Screening data: PubChem BioAssay, National Center for Advancing Translational Sciences (NCATS)
ERK AVP block: qHTS Assay for Inhibitors of the ERK Signaling Pathway using a Homogeneous Screening Assay | AID 995, 2007 | 72,000 compounds, 0.99% hits | Potency, µM (highest dose often 57.5 µM), for the others: at the top dose activity, negative = inhibition, usual class: inhibitors | HEK293-V1b, vasopressin-stimulated pERK AlphaScreen; also: potency is read from the fitted curve at half-maximal effect; % is scaled to controls: 0 for no effect and ±100 for the full control effect; nearly all actives have a fitted effect of over 55% in size
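Overnight-seeded V1b-HEK293 cells in 1% FBS got compound, then vasopressin (25 nM final, 5 min, 37C), then lysis buffer. AlphaScreen detection of phospho-ERK; activity normalized to basal and full-stimulation controls.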
CRE Fsk mod: Cell signaling CRE-BLA (Fsk stim); Potency, µM (top dose mostly 38.2 µM), for inactives: at the highest dose activity change, negative = inhibition, hits mostly activators; AID 662, 2007; 71,000 compounds, 2.5% hits; CHO CRE-bla reporter (cAMP response element driving beta-lactamase), forskolin EC10, beta-lactamase ratio; active = well fitted activation curve with a large enough effect in the signal ratio, with a control signal flat, not every such curve was filed as active; inconclusive = small, poorly fitted or top-dose-only effect, or effect the other way, or a change in a side signal; the % refers to the signal ratio; also: potency is read from the fitted curve at half-maximal effect; % of control where 0% means no effect
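CRE-bla CHO cells stimulated with EC10 NKH 477 (water-soluble forskolin) and compound titrations, 3 h at 37C; beta-lactamase read with CCF4 after 2 h at room temperature. Activity from 460/530 nm emission ratio, AC50 values for positive or negative modulation.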
Tau fil binding: qHTS Assay for Tau Filament Binding; Potency, µM (highest dose often 57.1 µM), inactives show top-dose activity change, negative = inhibition; recombinant tau filaments, thioflavin S fluorescence, 15 h; filaments grown with octadecylsulfate alongside compound; 71,000 compounds, 2% hits; Microtubule-associated protein tau (Homo sapiens), P10636;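 also: potency is read from the fitted curve at half-maximal effect; % is scaled to controls: 0 for no effect and ±100 for the full control effect; actives lower thioflavin S fluorescence by blocking filaments or displacing dye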
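His-tagged recombinant human tau (exons 2, 3, 10; 1 uM final) fibrillized with 30 uM sodium octadecylsulfate, 15 h at 37 C, in pH 7.4 HEPES buffer with 10 uM thioflavine S and 5 mM DTT. Reduced ThS fluorescence (450/510 nm) marks activity.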
Texas Red fluor: qHTS Assay for Spectroscopic Profiling in Texas Red Spectral Region | Compound fluorescence, Texas Red channel, 547/618 nm; active compounds read high | max dye-equivalent concentration, M | 59,000 compounds, 0.06% hits | AID 587, 2007; in the data active = max dye-equivalent concentration above about 10 nM; inconclusive = between about 1.1 nM and that limit
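Spectral interference profiling: each compound concentration's relative fluorescence, read with a 547 nm excitation and 618 nm emission filter pair, was normalized to a per-plate Texas Red standard curve.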
Pol III holo inh: qHTS Assay for Inhibitors of DNA Polymerase III Holoenzyme System; reconstituted DNA polymerase III holoenzyme replication, biochemical; Potency, µM (highest dose often 57.1 µM), inactives show at the top dose activity change, negative = inhibition; 71,000 compounds, 0.25% hits; also: potency is read from the fitted curve at half-maximal effect; % is scaled to controls: 0 for no effect and ±100 for the full control effect
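Reconstituted *E. coli* holoenzyme (0.35 nM Pol III, 1 nM beta, 154 nM SSB, 2 nM primase) was preincubated with compound for 15 min at RT. Synthesis on 1.4 nM ssM13Gori ran 35 min, then was stopped with PicoGreen/EDTA and read as dsDNA fluorescence.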
15-hLO inh: qHTS Assay for Inhibitors of 15-hLO (15-human lipoxygenase); 74,000 compounds, 1.4% hits; Potency, µM (highest dose often 57.1 µM), inactives show at the top dose activity change, negative = inhibition, hits mostly inhibitors; purified 15hLO-1, xylenol orange hydroperoxide absorbance; Polyunsaturated fatty acid lipoxygenase ALOX15 (Homo sapiens), P16050; AID 887, 2007; also: potency is read from the fitted curve at half-maximal effect; % is scaled to controls: 0 for no effect and ±100 for the full control effect; nearly all actives have a fitted effect of over 55% in size
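Purified human 15hLO-1 (40 nM final) in 25 mM Hepes pH 7.5, 0.01% Triton X-100 was preincubated with compound 15 min at room temperature, then reacted 6 min with 50 uM arachidonic acid; hydroperoxide detected by Fe-XO, 573/405 nm absorbance ratio.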
Rhodamine fluor: qHTS Assay for Spectroscopic Profiling in Rhodamine Spectral Region. max dye-equivalent concentration, M. AID 594, 2007. Rhodamine-region fluorescence, 547/598 nm, Tris buffer; active compounds read high. 59,000 compounds, 0.05% hits; in the data active = max dye-equivalent concentration above about 11 nM; inconclusive = between about 1.1 nM and that limit
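A six-point rhodamine series on each plate calibrates the signal. Compounds sit in 100 mM Tris (pH 8.0) for 15 min at ambient temperature before imaging through 547 nm/598 nm filters.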
Luciferase inh: qHTS Assay for Inhibitors of Firefly Luciferase. Potency, µM (series often up to 57.1 µM), for the others: at the top dose activity change, negative = inhibition, most hits filed as inhibitors. Luciferin 4-monooxygenase (Photinus pyralis), P08659. 72,000 compounds, 2.2% hits. purified firefly luciferase, luminescence, 8 min; also: potency is read from the fitted curve at half-maximal effect; % is scaled to controls: 0 for no effect and ±100 for the full control effect; nearly all actives have a fitted effect of over 40% in size
Target sequence (P08659 whole entry, looked up): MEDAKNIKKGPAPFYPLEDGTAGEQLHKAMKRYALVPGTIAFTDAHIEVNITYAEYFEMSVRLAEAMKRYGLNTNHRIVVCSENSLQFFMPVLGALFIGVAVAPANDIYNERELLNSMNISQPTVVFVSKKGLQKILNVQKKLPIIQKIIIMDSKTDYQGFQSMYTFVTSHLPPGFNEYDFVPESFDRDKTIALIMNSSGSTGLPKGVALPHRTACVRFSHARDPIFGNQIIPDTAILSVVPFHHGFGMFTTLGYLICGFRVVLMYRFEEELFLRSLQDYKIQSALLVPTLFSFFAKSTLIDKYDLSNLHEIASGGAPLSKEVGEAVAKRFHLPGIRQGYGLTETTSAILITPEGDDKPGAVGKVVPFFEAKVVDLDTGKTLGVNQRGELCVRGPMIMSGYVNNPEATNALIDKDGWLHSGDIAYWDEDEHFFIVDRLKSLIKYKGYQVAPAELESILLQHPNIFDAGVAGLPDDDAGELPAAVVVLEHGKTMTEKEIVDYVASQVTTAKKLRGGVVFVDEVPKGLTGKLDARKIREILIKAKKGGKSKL
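Here, luciferase activity is measured as luminescence following an 8 min room-temperature reaction at 10 uM ATP, pH 7.2. Every library sample is titrated.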
HADH2 inhib: qHTS Assay for Inhibitors of HADH2 (Hydroxyacyl-Coenzyme A Dehydrogenase, Type II). 3-hydroxyacyl-CoA dehydrogenase type-2 (Homo sapiens), Q99714. recombinant HADH2, NADH fluorescence, beta-hydroxybutyryl-CoA. Potency, µM (titrated, usually from 57.1 µM), without a hit: at the top dose activity change, negative = inhibition, hits mostly inhibitors. 73,000 compounds, 3.4% hits; also: potency is read from the fitted curve at half-maximal effect; % is scaled to controls: 0 for no effect and ±100 for the full control effect; nearly all actives have a fitted effect of over 60% in size; many of its hits are not listed in these tables
Target sequence (Q99714 whole entry, looked up, one chain of several): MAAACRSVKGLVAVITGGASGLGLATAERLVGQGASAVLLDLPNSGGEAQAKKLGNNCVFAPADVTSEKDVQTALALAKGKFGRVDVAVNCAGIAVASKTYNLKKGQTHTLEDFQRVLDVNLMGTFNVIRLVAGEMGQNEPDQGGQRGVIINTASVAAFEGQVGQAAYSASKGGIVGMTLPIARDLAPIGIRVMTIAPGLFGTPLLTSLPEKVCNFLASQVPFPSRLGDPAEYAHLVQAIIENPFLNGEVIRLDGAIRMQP
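20 nM HADH2 + cpd, 15 min RT; add 1 mM NAD+/90 uM beta-hydroxybutyryl-CoA; kinetic fluorescence 360/450 nm, 4 min. Tris-HCl pH 9.0, 0.01% Tween-20.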
HBB splice mod: qHTS Assay for Modulators of Hemoglobin Beta Chain Splicing | HBB splicing reporter cell assay, activation; EGFP reporter with mutant IVS2-654 intron; response scale: normalised to 500 nM splice-correcting PNA | Potency, µM (highest dose often 46.1 µM), for inactives: at the top dose activation, most hits filed as activators | 65,000 compounds, 0.06% hits; also: potency is read from the fitted curve at half-maximal effect; 0% is about no effect
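HeLa cells stably expressing EGFP interrupted by mutant beta-globin intron 2 (IVS2-654), 500/well in 2% FCS. Treated with compound for 2 days at 37C. Splicing correction scored as total well GFP intensity (488 nm excitation, 500-520 nm emission); 500 nM antisense PNA served as control.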
Hsp90 Hop PPI: qHTS Assay for Disrupters of an Hsp90 Co-Chaperone Interaction; Hsp90 C-terminal peptide / TPR2A (Hop) interaction, human; AlphaScreen TPR2A-His6 binding biotin-Hsp90 C-terminal peptide; Potency, µM (top dose mostly 57 µM), without a hit: at the top dose activity change, negative = inhibition; 71,000 compounds, 0.44% hits; active = well fitted curve in either direction with a large enough effect; inconclusive = small, poorly fitted or top-dose-only effect, or another doubt; also: potency is read from the fitted curve at half-maximal effect; % is scaled to controls: 0 for no effect and ±100 for the full control effect; many of its hits are not listed in these tables
An asterisk follows results filed as active; i = inactive; u = inconclusive; x = not tested or not shown; [ ] = remark or other dose. Unless noted, calls follow the shape of the dose curve; as a rule, active = well fitted curve in the direction sought with a large enough effect; inconclusive = small, poorly fitted or top-dose-only effect, or another doubt; inactive = no such curve, though single readings can be large; an effect the other way counts as inactive or inconclusive. The list is partial; the hit share may differ from the screen's.

SMILES	ERK AVP block	CRE Fsk mod	Tau fil binding	Texas Red fluor	Pol III holo inh	15-hLO inh	Rhodamine fluor	Luciferase inh	HADH2 inhib	HBB splice mod	Hsp90 Hop PPI
Cc1ccccc1CSc1nnc(C)n1N	-8%	-1%	8%	i	-1%	6%	i	0%	7%	1.4%	-2%
CCN1CCN(Cc2ccc(NC(=O)Nc3ccc(SC)cc3)cc2)CC1	-1%	3%	8%	i	4%	3%	i	1%	3%	-0.4%	-3%
N#CCCN1CCN(S(=O)(=O)c2ccc(S(=O)(=O)N3CCOCC3)cc2)CC1	8%	0%	4%	x	2%	-2%	x	0%	-4%	1.0%	-5%
CC(N=c1ccccn1C(=O)Nc1ccc(Cl)cc1)c1ccco1 (stereo not given)	9%	-7%	2%	i	-3%	1%	i	-5%	u	-1.6%	-1%
CC(C)[C@H](NC(=O)OCc1ccccc1)C(=O)N[C@H](C=O)Cc1ccccc1	9%	-23%	-15%	i	-5%	-6%	i	-5%	7%	0.7%	-5%
N#Cc1cccc(-c2cncnc2NCc2cccs2)c1	6%	0%	-9%	i	-2%	4%	i	-2%[2.29 µM]	6%	-0.4%	-4%
COC(=O)c1ccc(CSc2nc3c(c(=O)n2-c2ccc(F)cc2)SCC3)o1	u	u	-2%	i	-8%	-8%	i	-3%	4%	-1.1%	-17%
Cc1cn2c(nc1=O)OC1C(O)C(COC(=O)c3ccccc3)OC12 (stereo not given)	12%	u	-3%	i	-3%	6%	i	-33%	7%	0.0%	0%
NC(=O)c1ccccc1NS(=O)(=O)c1cccs1	-12%	-1%	8%	i	1%	-3%	i	0%	7%	-1.2%	-1%
C=CCn1c(CC(=O)OC)csc1=Nc1ccc(C(C)=O)cc1	10%	u	6%	i	-6%	-7%	i	-3%	-7%	0.1%[57.5 µM]	-5%
COc1ccc(N(CC(=O)Nc2cccc(SC)c2)S(C)(=O)=O)cc1Cl	-21%	-16%	-16%	x	11%	-23%	x	1%	-2%	-2.2%	-6%
COCCCN1C(=O)C(=O)/C(=C(/O)c2ccc(OC(C)C)cc2)C1c1cccnc1 (stereo not given)	u	-4%	8%	i	-7%	10%	i	1%	-6%	-3.8%[57.5 µM]	-5%
C=CCOc1ccc(Cl)cc1C(=O)O	20%	-4%	16%	i	-3%	0%	i	-1%	-3%	-2.5%	-3%
Cc1nc2cnc(Oc3cccc(Cl)c3)nc2n(C2CC2)c1=O	u	u	-8%	i	-2%	11%	i	-1%[11.4 µM]	-1%	2.0%	-2%
O=S(=O)(NCC1CCN(S(=O)(=O)c2ccccc2)CC1)c1ccccc1	-12%	-7%	12%	i	-1%	0%	i	2%	7%	0.8%	-7%
CCCc1[nH]nc2c1C(c1ccc(Br)s1)C(C#N)=C(N)O2 (stereo not given)	u	u	-24%	i	-7%	16µM*	i	-2%	10µM*	1.0%	u
COc1ccccc1OCC(=O)NCCNC(=O)COc1ccccc1OC	-20%	1%	0%	x	-1%	-4%	x	-8%	u	0.7%	-2%
Cc1cc(=O)oc(C)c1C(=O)NCCC(C)C	3%	2%	12%	u	-2%	-3%	i	0%	-10%	2.5%	-2%
COCCn1nnnc1C(c1ccc(O)c(OC)c1)N1CCc2ccccc2C1 (stereo not given)	1%	3%	-6%	u	-3%	2%	i	-13%	u	x	-4%
CCOc1cc2[nH]c(=O)n(CC3CCC(C(=O)NC4CCCCC4)CC3)c(=O)c2cc1OCC (stereo not given)	10%	u	-6%	i	-2%	3%	i	2%	13%	-1.6%	-3%
CCCCNC(=O)c1ccc2c(c1)N(CC)C(=O)CS2	11%	u	2%	u	3%	-3%	i	2%	1%	2.6%[1.84 µM]	-4%
CC(CC1C(C#N)=C(N)OC2=C1C(=O)CCC2)c1ccccc1 (stereo not given)	-5%	-1%	12%	x	-10%	9%	x	-1%	0%	3.0%	3%
CCOc1ccc(C(=O)N2CCCC2C(=O)O)cc1 (stereo not given)	5%	-3%	1%	i	-6%	10%	i	3%	8%	-0.4%	0%
Cc1ccc2c(c1)nnn2C1CCN(S(C)(=O)=O)CC1	8%	7%	2%	i	-3%	-2%	i	4%	-1%	x	-1%
COCCCN1Cc2cccc(C(=O)O)c2C1=O	x	-7%	5%	x	-13%	5%	x	1%	-6%	-0.9%	0%

(listing goes on)
SMILES	ERK AVP block	CRE Fsk mod	Tau fil binding	Texas Red fluor	Pol III holo inh	15-hLO inh	Rhodamine fluor	Luciferase inh	HADH2 inhib	HBB splice mod	Hsp90 Hop PPI
COC(=O)c1cc(OC)c(OC)cc1NC(=O)c1ccc(Br)o1	-15%	u	264%	x	1%	4%	x	0%	7%	-5.6%	1%
COC(=O)C(C)Oc1ccc2c3c(c(=O)oc2c1)CCCCC3 (stereo not given)	8%	u	27%	i	-4%	-9%	i	-5%	u	-0.3%	1%
COc1ccccc1CN1CCC2(CC1)CCN(C(=O)c1cc(C(F)(F)F)cc(C(F)(F)F)c1)CC2	-8%	-13%	-20%	i	-6%	3%	i	3%[11.4 µM]	-1%	1.2%	-2%
CN[C@@H]1[C@H](O[C@H]2[C@@H](O[C@@H]3[C@@H](O)[C@@H](O)[C@@H](N=C(N)N)[C@@H](O)[C@@H]3N=C(N)N)O[C@@H](C)[C@]2(O)CO)O[C@H](CO)[C@@H](O)[C@@H]1O	0%[25.7 µM]	3%[17.1 µM]	-8%[25.6 µM]	i	-1%[25.6 µM]	15%[25.6 µM]	i	5%[25.5 µM]	-2%[25.6 µM]	1.5%[20.6 µM]	0%[26 µM]
CC1CCN(S(=O)(=O)c2ccc(NC(=O)CSc3ncccc3C(=O)O)cc2)CC1	4%	-9%	-4%	i	-14%	1%	i	-2%	-12%	x	u
O=c1c2ccccc2nc2n1CCCCC2	2%	10%	6%	i	-2%	10%	i	1%	-1%	0.6%	-5%
COc1ccc(CCNc2nc(N3CCOCC3)nc(N3CCOCC3)n2)cc1OC	-15%	14%	4%	i	-5%	u	i	3%	4%	-1.9%	-5%
CCOC(=O)c1ccccc1NC(=O)CSc1nnc(Cc2cccn2C)n1-c1ccc(C)cc1	6%	u	12%	i	-4%	-20%	i	-1%	-4%	-1.0%	u
CCS(=O)(=O)N1CCC(C(=O)NCCCOC)CC1	5%	2%	-4%	i	-2%	-4%	i	0%	23%	-2.4%	-1%
CCCCOc1ccc(CSc2ncn[nH]2)cc1	-18%	0%	-18%	i	-8%	6%	i	-7%	-12%	-0.3%	4%
Cc1nc2oc3c(NCc4ccccn4)ncnc3c2c2c1COC(C)(C)C2	25µM*	u	34%	i	-11%	13%	i	2%	u	1.3%[57.5 µM]	-21%
CCOC(=O)N1CCN(C(=O)CN(C)S(=O)(=O)c2ccc(OC)c(OC)c2)CC1	-5%	u	-1%	i	-2%	0%	i	1%	11%	-0.9%	-5%
CN1CCN(c2ncc3nc(CCc4ccccc4)c(=O)n(CCC#N)c3n2)CC1	0%	16%	8%	i	-10%	3%	i	0%[11.4 µM]	18%	-0.8%	-4%
COc1cc(CNC2CCCCCC2)cc(OC)c1O	4%	-1%	-17%	x	-4%	7%	x	0%	4%	-4.1%	-3%
CCOc1ccc2[nH]c(=O)c(CN(CCN3CCOCC3)Cc3nnnn3C(C)(C)CC)cc2c1	7%	-21%	6%	i	-8%	-13%	i	0%	12%	x	-3%
O=C(NC1CCCc2ccccc21)C1CCN(S(=O)(=O)c2cccc3nonc23)CC1 (stereo not given)	-4%	-9%	-3%	i	0%	-9%	i	3%	10%	-0.7%	0%

Single entries from the results shown.
O=c1c2ccccc2nc2n1CCCCC2 in HBB splice mod shows 0.6%
Cc1nc2oc3c(NCc4ccccn4)ncnc3c2c2c1COC(C)(C)C2 in 15-hLO inh shows 13%
